Screening results as filed in PubChem BioAssay.
Keap1 Nrf2 FP: inhibitors of human Keap1-Nrf2 protein-protein interaction | inhibition, % at 9.4 µM | Keap1 Kelch-Nrf2 peptide fluorescence polarization, 1536-well | hit rate 0.15% among 340,000 | Q14145 | AID 504523; in the data active = inhibition above about 12%;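 also: human Keap1 Kelch domain with fluorescein labeled Nrf2 9mer peptide probe; 0% = neutral control wells and 100% = peptide positive control; higher means more block of Keap1 binding to Nrf2 peptide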
Target sequence (Q14145 whole entry, looked up, the tested form may be a part): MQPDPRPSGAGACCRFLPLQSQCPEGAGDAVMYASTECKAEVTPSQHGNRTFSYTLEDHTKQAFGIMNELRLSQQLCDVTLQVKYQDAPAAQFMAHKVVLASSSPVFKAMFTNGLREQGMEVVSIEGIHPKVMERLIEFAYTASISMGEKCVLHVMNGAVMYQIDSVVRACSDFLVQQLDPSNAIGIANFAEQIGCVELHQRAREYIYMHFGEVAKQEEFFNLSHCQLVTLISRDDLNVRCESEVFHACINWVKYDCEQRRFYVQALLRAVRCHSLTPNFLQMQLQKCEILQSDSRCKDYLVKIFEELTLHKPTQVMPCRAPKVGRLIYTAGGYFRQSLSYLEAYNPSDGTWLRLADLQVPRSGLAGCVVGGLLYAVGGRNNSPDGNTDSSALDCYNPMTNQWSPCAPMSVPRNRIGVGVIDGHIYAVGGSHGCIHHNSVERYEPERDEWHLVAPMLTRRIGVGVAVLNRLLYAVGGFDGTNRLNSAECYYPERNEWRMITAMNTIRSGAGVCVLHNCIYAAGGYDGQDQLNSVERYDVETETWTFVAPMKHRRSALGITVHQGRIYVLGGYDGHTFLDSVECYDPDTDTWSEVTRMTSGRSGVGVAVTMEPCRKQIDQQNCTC
Cardiac RTF inh: cardiac RTF calcium desensitization; P19429+P45379; IANBD-labeled cardiac RTF, Ca2+ fluorescence; inhibition, % at 7.15 µM; hit rate 0.12% among 340,000; AID 493244;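 active = inhibition above the mean inhibition of all tested compounds plus 3 SD, cut at about 17% in these data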;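 also: assay run at fixed EC70 calcium of 1.6 mM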
SR-BI DiI-HDL act: enhances SR-BI lipid uptake from DiI-HDL; CHO ldlA[mSR-BI] cells, DiI-HDL uptake fluorescence, 3 h; 100 = double the neutral-control signal; activation, % at 12.5 µM; hit rate 0.096% among 320,000;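 active = mean replicate activation of at least 60% and every replicate at or above 60%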;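 also: 0% = median plate neutral-control signal and 100% = twice that signal; values of inactives mirror those of a sister screen read the other way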
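Material – SR-BI-overexpressing, LDLR-lacking CHO cells · Medium – BSA-supplemented, HEPES-buffered Ham's F12, pH 7.4 · Doses – single concentration · Times – compound with DiI-HDL co-incubation, 3 h at 37 °C · Measured by – bottom-read fluorescence, 550/595 nm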
PKA-R2B act: activators of human PKA-R2B complex. P22694+P31323. PKA-R2B holoenzyme dissociation, Cy5-IP20 fluorescence polarization; R2B truncated from residue 108, S112A mutant; 0% DMSO only, 100% 113 µM cGMP. activation, % at 11.4 µM. hit rate 0.079% among 340,000. AID 504700;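 active = activation above a cutoff set at the mean over all compounds plus 3 SD, cut at about 18% in these data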;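 also: higher means more holoenzyme dissociation and a rise in polarization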
DAGLB inh: diacylglycerol lipase beta (human) inhibition; HEK293T DAGLB membrane lysate, EnzChek fluorogenic substrate; hit rate 0.059% among 340,000; Q8NCG7; inhibition, % at 5.17 µM; in the data active = inhibition above about 34%;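 also: 0% = enzyme with vehicle and 100% = wells lacking enzyme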
Rtt109 Vps75: inhibitors of Candida albicans Rtt109/Vps75 histone acetyltransferase | Q5AAJ8 | purified Rtt109/Vps75, ThioGlo CoA-SH fluorescence, 4 h | inhibition, % at 34.9 µM | hit rate 0.16% among 330,000 | AID 540336;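 active = inhibition of at least 50% in every replicate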
Target sequence (Q5AAJ8 whole entry, looked up): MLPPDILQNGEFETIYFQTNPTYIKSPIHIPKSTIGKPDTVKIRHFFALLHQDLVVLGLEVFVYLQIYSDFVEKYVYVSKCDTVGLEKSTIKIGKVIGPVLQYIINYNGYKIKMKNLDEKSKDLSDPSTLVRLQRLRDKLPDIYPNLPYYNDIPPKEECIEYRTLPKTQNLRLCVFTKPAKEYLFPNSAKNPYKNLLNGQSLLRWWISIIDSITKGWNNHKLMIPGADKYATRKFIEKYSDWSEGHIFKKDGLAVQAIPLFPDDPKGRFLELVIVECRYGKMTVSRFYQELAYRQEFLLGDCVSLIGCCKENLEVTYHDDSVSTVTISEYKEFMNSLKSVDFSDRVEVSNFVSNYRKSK
LANA DNA inh: blocks KSHV LANA C-terminal domain binding to DNA; MBP-C-LANA/FAM-LBS DNA binding, fluorescence polarization; inhibition, % at 9 µM; hit rate 0.078% among 340,000; AID 504423;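 active = highest replicate inhibition at or above 60% at 9 µM, even if other replicates fall short; inactive = all replicates below 60% inhibition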;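 also: 0% = neutral control wells and 100% = 4 µM acridine orange control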
RTF Ca sens act: cardiac RTF calcium sensitization | activation, % at 7.2 µM | hit rate 0.24% among 340,000 | P19429+P45379 | IANBD-labeled TnC RTF fluorescence at EC20 calcium; 0% EC20 calcium, 100% full calcium | AID 493008;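 active = activation above the mean over all tested compounds plus 3 SD, cut at about 30% in these data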;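 also: rise in fluorescence read as greater calcium sensitivity of cardiac thin filaments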
CAL PDZ FP-1: CAL PDZ (human) peptide binding inhibition. Q9HD26. purified CAL PDZ, TMR-peptide fluorescence polarization, 1 h. inhibition, % at 24.9 µM. hit rate 0.92% among 300,000. AID 602252;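 active = mean inhibition of at least 30% with at least half of replicates also reaching 30%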;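 also: 0% = DMSO neutral control and 100% = excess unlabeled competitor peptide PRC23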
CAL PDZ FP-2: blocks peptide binding to human CAL PDZ domain; purified CAL PDZ, TMR-peptide fluorescence polarization, 1 h; inhibition, % at 20 µM; hit rate 0.02% among 330,000; AID 504414;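 active = highest replicate inhibition of at least 40%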;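 also: plate controls were DMSO neutral control wells for no effect and unlabeled competitor peptide control wells for full effect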
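Assay system – tagged CAL PDZ protein CerCALP, purified · Timing – 1 h at RT · Compound – single point, 20 µM · Measured by – fluorescence polarization from S- and P-plane intensities, G-factor corrected · Evaluation – inhibition from polarization loss · Probe or stimulus – TMR reporter peptide T*-PRC34 · Buffer or medium – pH 7.4 phosphate-saline buffer, reducing agent, detergent, IgG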
* = called active by the depositor; . = no result given.

The first six records as a preview:
SMILES	Keap1 Nrf2 FP	Cardiac RTF inh	SR-BI DiI-HDL act	PKA-R2B act	DAGLB inh	Rtt109 Vps75	LANA DNA inh	RTF Ca sens act	CAL PDZ FP-1	CAL PDZ FP-2
CCCCc1nc2cc(C(=O)N3CCN(c4cnccn4)CC3)ccc2o1	0	-11	21	-2	0	-3	-1.5	2	6	0.1
Cc1ccc(S(=O)(=O)Nc2cc(S(=O)(=O)N3CCOCC3)ccc2NCC2CCCO2)cc1 (stereo not drawn)	-2	-2	18	-1	0	0	2.7	-9	-7	-1.2
CC(C)CCNC(=O)c1c[nH]c2ccc(S(=O)(=O)N3CCC4(CC3)OCCO4)cc2c1=O	4	1	5	1	2	-5	-0.5	-4	-5	-3.7
Cc1ccc(Cn2c(SCCN3CCCCC3)nc3c2c(=O)[nH]c(=O)n3C)cc1	0	0	31	6	-1	9	0.8	4	.	-0.8
O=C1CC(c2ccccc2)CC(O)=C1C=NCCc1ccccc1 (stereo not drawn)	-3	-6	0	-4	1	0	5.4	3	9	-0.3
COc1ccc(NC(=O)c2c(Nc3ccccc3)sc(C(=O)c3ccc(F)cc3)c2N)cc1	-2	-1	-122	-2	2	-5	-0.5	-2	2	-2.0

All compounds of this part, from the start:
SMILES	Keap1 Nrf2 FP	Cardiac RTF inh	SR-BI DiI-HDL act	PKA-R2B act	DAGLB inh	Rtt109 Vps75	LANA DNA inh	RTF Ca sens act	CAL PDZ FP-1	CAL PDZ FP-2
CCCCc1nc2cc(C(=O)N3CCN(c4cnccn4)CC3)ccc2o1	0	-11	21	-2	0	-3	-1.5	2	6	0.1
Cc1ccc(S(=O)(=O)Nc2cc(S(=O)(=O)N3CCOCC3)ccc2NCC2CCCO2)cc1 (stereo not drawn)	-2	-2	18	-1	0	0	2.7	-9	-7	-1.2
CC(C)CCNC(=O)c1c[nH]c2ccc(S(=O)(=O)N3CCC4(CC3)OCCO4)cc2c1=O	4	1	5	1	2	-5	-0.5	-4	-5	-3.7
Cc1ccc(Cn2c(SCCN3CCCCC3)nc3c2c(=O)[nH]c(=O)n3C)cc1	0	0	31	6	-1	9	0.8	4	.	-0.8
O=C1CC(c2ccccc2)CC(O)=C1C=NCCc1ccccc1 (stereo not drawn)	-3	-6	0	-4	1	0	5.4	3	9	-0.3
COc1ccc(NC(=O)c2c(Nc3ccccc3)sc(C(=O)c3ccc(F)cc3)c2N)cc1	-2	-1	-122	-2	2	-5	-0.5	-2	2	-2.0
CCOc1ccc(S(=O)(=O)Nc2cccc(C(=O)N3CCN(c4ccccc4O)CC3)c2)cc1	5	-5	27	-8	-10	4	0.2	0	-4	-0.4
COc1ccccc1NC(=O)COC(=O)Cc1c[nH]c2ccccc12	1	-9	-2	0	-2	1	-0.5	-4	-3	-2.2
Cc1ccc(CNC2=NCCCCC2)n1C	0	-19	-6	-5	2	-4	1.6	1	-1	-3.9
O=C1c2ccccc2C(=O)N1CC(=O)N1c2ccccc2Sc2ccc(C(F)(F)F)cc21	-4	-13	-30	-8	-2	19	0.3	-12	-3	-0.4
CCc1ccc(-c2cc(C)no2)cc1S(=O)(=O)N1CCN(C(=O)c2ccco2)CC1	7	-9	-13	-11	2	12	-0.6	-5	5	-1.1
CCOc1ccc(NC(=O)CNC(=O)c2ccc(OC)c(OC)c2)cc1	-5	2	0	-3	-3	5	-0.4	-2	0	-0.5

Part of the list above, with each value named:
Cc1ccc(CNC2=NCCCCC2)n1C
- Keap1 Nrf2 FP = 0
- Cardiac RTF inh = -19
- SR-BI DiI-HDL act = -6
- PKA-R2B act = -5
- DAGLB inh = 2
- Rtt109 Vps75 = -4
- LANA DNA inh = 1.6
- RTF Ca sens act = 1
- CAL PDZ FP-1 = -1
- CAL PDZ FP-2 = -3.9

O=C1c2ccccc2C(=O)N1CC(=O)N1c2ccccc2Sc2ccc(C(F)(F)F)cc21
- Keap1 Nrf2 FP = -4
- Cardiac RTF inh = -13
- SR-BI DiI-HDL act = -30
- PKA-R2B act = -8
- DAGLB inh = -2
- Rtt109 Vps75 = 19
- LANA DNA inh = 0.3
- RTF Ca sens act = -12
- CAL PDZ FP-1 = -3
- CAL PDZ FP-2 = -0.4

More entries follow:
SMILES	Keap1 Nrf2 FP	Cardiac RTF inh	SR-BI DiI-HDL act	PKA-R2B act	DAGLB inh	Rtt109 Vps75	LANA DNA inh	RTF Ca sens act	CAL PDZ FP-1	CAL PDZ FP-2
COc1cc(CNC(=O)c2cnccn2)cc(OC)c1	-4	-2	17	-5	-1	2	-2.2	-1	-3	-0.3
Cc1ccc(SCCNC(=O)/C=C/c2ccccc2Cl)cc1	-5	4	1	-5	-11	-1	0.0	5	-2	-2.9
COc1ccccc1CNC(=O)c1cccc(S(=O)(=O)N(C)c2ccccc2)c1	-3	-4	-34	-2	-4	-2	0.4	-2	-5	0.9
Cc1ccccc1C(C)NC(=O)COC(=O)Cn1cc(C(F)(F)F)ccc1=O (stereo not drawn)	0	-4	.	7	-2	.	-3.3	-1	-23	-1.9
O=S(=O)(CCCc1ccccc1)c1ncn[nH]1	2	-1	3	-3	-2	-1	1.0	-2	-1	-1.6
CC12CCC(C(=O)NCc3ccccn3)(OC1=O)C2(C)C (stereo not drawn)	-1	0	7	4	-4	25	-2.2	-4	7	-1.3
O=C1C[C@H]2CCCCC(=O)N3CC[C@@H](C1)[C@@H]23	1	-1	6	6	-3	-5	-0.4	-2	-1	0.9
O=C(Nc1ccc2c(c1)OCO2)Nc1ccccc1F	-3	4	-6	5	-1	-2	-0.3	-2	-3	-0.8
CNC(=O)COc1ncnc2sc(C)c(C)c12	2	-4	38	-5	0	-5	-2.4	0	-3	1.0
O=[N+]([O-])c1cccc(C(=S)N2CCN(c3ccccc3)CC2)c1	-3	-2	-23	-7	-2	-15	-0.6	-2	-4	-0.2
O=C(Nc1cc(S(=O)(=O)N2CCCC2)ccc1Cl)C1=COCCO1	3	-2	.	14	1	0	0.3	-3	-2	-1.6
CCOc1cccc(NC(=O)C2CC(=O)N(C)C2)c1 (stereo not drawn)	5	-2	15	2	1	-10	1.9	-3	1	-1.9
CSc1ccc(/C=N/S(=O)(=O)c2ccccc2)cc1	-4	-4	-10	5	-1	-4	-1.1	-6	-1	-1.2
O=C(Cc1ccc(-c2ccccc2)cc1)OCC(=O)N1CCCC1=O	-1	-7	6	-10	-2	16	-0.2	5	-6	-3.2
Cc1ccc(-n2c(-c3ccccc3)n[nH]c2=S)c(C)c1	-4	-14	-19	-2	1	-1	3.0	2	1	-2.4
CC(C)COCC(O)CC(Cc1ccccc1)C(=O)NN (stereo not drawn)	2	-28	21	-3	-2	7	-1.4	-2	-1	-0.5
CC(=O)N/C(=C/c1ccc2c(c1)OCO2)C(=O)NCC(=O)O	-3	8	14	4	-1	38	-0.9	1	-4	-1.7
O=C(COc1ccc(-n2cnnn2)cc1)NCCc1ccc(F)cc1	-2	-3	2	1	1	-4	2.0	2	1	-1.2
COc1cc(NC(=O)CS(=O)(=O)c2ccccc2)cc(OC)c1OC	-1	-4	2	9	-2	-4	0.8	6	-1	-0.1
COc1ccccc1NC(=O)C1CCCCC1	-2	-4	23	-9	-3	-8	-0.3	15	-6	.
COc1ccc(/C=C/C(=O)NC(=S)Nc2ccc(Br)cn2)cc1	0	0	-10	-2	-3	6	-0.5	0	-4	-0.6
CCOCCCN(CCC#N)C(=O)C1CCN(S(=O)(=O)c2ccc(-n3cnnn3)cc2)CC1	-1	-10	21	3	-1	-2	0.8	-3	-1	-2.8
Cc1ccc(-c2cc(C(=O)N3CCN(c4ccccc4O)CC3)c3ccccc3n2)cc1	-1	-5	-66	-16	-1	-6	-1.2	-19	-5	-1.0
COc1cc(-c2nnc(-c3ccc(S(=O)(=O)c4ccccc4)cc3)o2)cc(OC)c1OC	-1	-3	-33	4	-1	1	-2.0	2	0	-1.9
O=c1oc2cc(OCc3nn[nH]n3)ccc2c2c1CCCC2	1	-6	-5	9	3	13	2.0	-4	-2	0.3
CCc1nnc(NC(=O)C2CCCN2S(=O)(=O)c2ccc(C)cc2)s1 (stereo not drawn)	0	2	-1	-5	-1	12	0.0	-3	-3	.
O=C(C[n+]1cc(-c2ccc(Cl)c(Cl)c2)n2c1CCC2)OCc1ccccc1	-4	-1	-10	-2	2	2	-1.1	3	-3	-0.5
Nn1cnc2scc(-c3cccs3)c2c1=O	0	8	10	-12	-2	2	-1.8	2	1	-1.0
CCCCn1c(N)c(N(CCOC)C(=O)COC(=O)CCOc2ccccc2)c(=O)[nH]c1=O	-1	-1	24	0	1	-4	2.5	-8	-2	-1.7
Nc1nc[nH]c(=O)c1N=Cc1ccccc1	1	10	12	6	-2	3	1.5	-3	-6	-0.5
Cc1ccccc1NC(=O)NCCCN1CCN(c2ccccc2)CC1	-4	5	23	-3	-3	-4	0.7	-1	2	-1.1
Cc1ccc(S(=O)(=O)N2CCCCC2)cc1NC(=O)COC(=O)Cc1cccc2ccccc12	-1	-9	10	-1	-1	-7	0.6	-1	6	-1.0
Cc1cccn2cc(CCNS(=O)(=O)c3cccs3)nc12	-4	-3	4	-7	0	55*	-1.0	9	-6	-0.4
CCc1ccc(-c2cn(C3CCCCC3)c(=S)[nH]2)cc1	2	-20	-15	13	-2	-3	1.5	-3	2	0.3
Cc1ccc(CCNC(=O)c2cc(-c3ccncc3)nc3ccc(S(=O)(=O)N4CCOCC4)cc23)cc1	-5	4	8	-5	1	29	-0.8	-6	-2	-2.1
CCCCCCN1CC(=O)N2Cc3[nH]c4ccccc4c3C[C@H]2C1=O	-6	-7	-18	-1	-5	1	0.2	0	-1	0.9
Cc1cc(C)nc(SCC(=O)O)n1	-4	-8	0	-9	-1	-5	-2.5	-3	-2	.
COc1ccc(Cl)cc1S(=O)(=O)NC(C)C(=O)NCc1cccnc1 (stereo not drawn)	-4	-16	.	0	2	-1	0.7	-6	-2	-0.3
CCCN1C(=O)COc2ccc(C(=O)c3ccccc3C(=O)O)cc21	-2	-5	28	6	-2	0	-0.4	3	-1	-0.5
COCC(C)NC(=O)CSc1nc2cc(S(=O)(=O)N3CCCCC3)ccc2o1 (stereo not drawn)	-2	-1	-19	1	0	1	1.7	-1	-5	0.0
COc1ccc(CCN=C(N)NS(=O)(=O)c2cccs2)cc1OC	5	-5	-6	-5	0	6	1.1	6	-6	-2.7
COc1ccc(/C=C2/SC(=S)N(CCCC(=O)Nc3ccc(O)cc3)C2=O)cc1	0	-1	6	-1	1	-4	-1.0	3	46*	-0.5
Cc1ccc(S(=O)(=O)Nc2cc(C(F)(F)F)ccc2N2CCOCC2)cc1	-4	-19	-10	-1	-2	-5	0.6	6	-5	0.0
N/C(=N\OC(=O)N1c2ccccc2Sc2ccccc21)c1ccccc1	-1	-1	-31	-3	-1	22	-1.0	-6	7	-1.3
